Source: PubChem BioAssay (several laboratories)
OPRM1-OPRD1 ag: agonists of human mu-delta opioid receptor heterodimerization. P35372+P41143. cells, OPRM1-OPRD1 heterodimerization, luminescence. activation, % at 9.3 µM. actives 0.3% (n = 340,000). AID 504326; in the data active = activation above about 18%;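 also: 0% = vehicle-treated cells and 100% = reference agonist; values of inactives mirror those of a sister screen read the other way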
V-ATPase pHluor: alters yeast V-ATPase proton transport; actives 0.37% (n = 350,000); S. cerevisiae, pHLuorin cytosolic pH fluorescence; AID 504577; response, % at 10 µM; in the data active = response mostly above about 7.3%, no sharp cut-off; inactive = mostly below about 5.4%; also: actives read high; inactives centre near 0; some compounds called inactive have numbers as strong as hits; reference of the scale not given here
Wnt bcat act: activators of Wnt/beta-catenin signaling. AID 743398. actives 1.2% (n = 300,000). Wnt/beta-catenin reporter cell assay, activator, plate reader. activation, % at 9.35 µM; in the data active = activation above about 30%, passing the limit was not always enough;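 also: 0% = neutral control wells and 100% = positive control wells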
RTF Ca sens inh: cardiac RTF calcium desensitization; P19429+P45379; IANBD-labeled cardiac RTF, Ca2+ fluorescence; inhibition, % at 7.15 µM; actives 0.12% (n = 340,000);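 active = inhibition above the mean inhibition of all tested compounds plus 3 SD, cut at about 17% in these data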;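 also: assay run at fixed EC70 calcium of 1.6 mM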
Keap1 Nrf2 FP: disrupts human Keap1 binding to Nrf2 peptide. AID 504523. actives 0.15% (n = 340,000). Keap1 Kelch-Nrf2 peptide fluorescence polarization, 1536-well. inhibition, % at 9.4 µM; in the data active = inhibition above about 12%;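 also: human Keap1 Kelch domain with fluorescein labeled Nrf2 9mer peptide probe; 0% = neutral control wells and 100% = peptide positive control; higher means more block of Keap1 binding to Nrf2 peptide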
Target sequence (Q14145 whole entry, looked up, the tested form may be a part): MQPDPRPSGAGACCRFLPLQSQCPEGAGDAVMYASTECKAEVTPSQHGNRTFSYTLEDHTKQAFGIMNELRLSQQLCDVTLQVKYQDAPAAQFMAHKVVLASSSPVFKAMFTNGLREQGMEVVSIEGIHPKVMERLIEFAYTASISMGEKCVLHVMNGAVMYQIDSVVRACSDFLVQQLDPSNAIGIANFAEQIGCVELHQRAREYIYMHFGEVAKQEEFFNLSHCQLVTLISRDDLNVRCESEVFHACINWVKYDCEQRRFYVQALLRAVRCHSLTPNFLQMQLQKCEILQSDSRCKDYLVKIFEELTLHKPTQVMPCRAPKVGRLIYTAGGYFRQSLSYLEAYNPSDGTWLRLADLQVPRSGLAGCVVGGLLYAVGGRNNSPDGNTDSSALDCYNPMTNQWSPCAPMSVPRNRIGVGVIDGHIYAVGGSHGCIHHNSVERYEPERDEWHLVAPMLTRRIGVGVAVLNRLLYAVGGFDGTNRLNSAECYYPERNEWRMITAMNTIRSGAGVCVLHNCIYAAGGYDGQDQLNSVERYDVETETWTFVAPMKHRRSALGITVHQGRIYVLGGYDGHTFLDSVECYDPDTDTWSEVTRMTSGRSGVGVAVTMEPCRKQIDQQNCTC
OPRM1-OPRD1 inv: inverse agonists of human mu-delta opioid receptor heterodimerization | inhibition, % at 9.3 µM | actives 0.21% (n = 340,000) | cell-based MOR-DOR heterodimer luminescence, inverse agonism | P35372+P41143; in the data active = inhibition above about 22%, passing the limit was not always enough;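 also: 0% = cells with DMSO and 100% = wells without cells with DMSO; values of inactives mirror those of a sister screen read the other way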
C-LANA FP: blocks KSHV LANA C-terminal domain binding to DNA; MBP-C-LANA/FAM-LBS DNA binding, fluorescence polarization; actives 0.078% (n = 340,000); inhibition, % at 9 µM;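 active = highest replicate inhibition at or above 60% at 9 µM, even if other replicates fall short; inactive = all replicates below 60% inhibition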;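 also: 0% = neutral control wells and 100% = 4 µM acridine orange control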
cardiac RTF act: increases calcium sensitivity of human cardiac regulated thin filaments. IANBD-labeled TnC RTF fluorescence at EC20 calcium; 0% EC20 calcium, 100% full calcium. activation, % at 7.2 µM. actives 0.24% (n = 340,000). AID 493008;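 active = activation above the mean over all tested compounds plus 3 SD, cut at about 30% in these data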;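 also: rise in fluorescence read as greater calcium sensitivity of cardiac thin filaments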
Pemphigus Ab inh: human desmoglein-3 autoantibody binding inhibition; P32926; DSG3-coupled beads, scFv-anti-DSG3-GFP binding, flow cytometry; stronger effect = lower value; binding (percent of control), % at 10 µM; actives 0.48% (n = 310,000);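 active = binding more than 3 SD below its plate's average and above zero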;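 also: hits lower antibody fragment binding to DSG3; some compounds called inactive have numbers as strong as hits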
Arrestin-AP2 inh: blocks beta-arrestin peptide binding to AP2 adaptin. FITC-arrestin peptide / GST-AP2 beads, flow cytometry; AP2 beta2 appendage carries R879A mutation. inhibition, % at 10 µM. actives 0.31% (n = 340,000). AID 504490;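 active = inhibition above a set limit, near 3 SD of compounds lacking own fluorescence, cut at about 54% in these data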;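 also: plate controls were DMSO wells for no effect and 5 µM unlabelled arrestin peptide for full effect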
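system = GST-tagged AP2 beta2-adaptin appendage (R879A) on 4 µm glutathione beads | reagent = FITC-labelled arrestin peptide probe, 50 nM final | schedule = compound with beads 12 min RT, then probe 1 h RT | signal = HyperCyt-sampled flow cytometry, FL1 channel, ex 488/em 535 nm | read-out = percent response from loss of bead-bound FITC fluorescence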
* hit, by the source's call; . = no result given.

SMILES | OPRM1-OPRD1 ag | V-ATPase pHluor | Wnt bcat act | RTF Ca sens inh | Keap1 Nrf2 FP | OPRM1-OPRD1 inv | C-LANA FP | cardiac RTF act | Pemphigus Ab inh | Arrestin-AP2 inh
CSc1ccc(Cl)c(C(=O)OCC(=O)Nc2ccccc2OC(F)F)c1 | 1.4 | -1 | 1 | 2 | -3 | -8 | -0.3 | -8 | 114 | -4
CCOc1ccccc1N(CC(=O)Nc1ccc(S(=O)(=O)N2CCCC2)cc1)S(C)(=O)=O | -0.5 | 3 | 0 | -3 | -4 | 2 | -2.1 | -1 | 112 | 38
O=C1CC(N2CCC(c3nc4ccccc4o3)CC2)C(=O)N1c1ccc(F)cc1 (centres undefined) | 1.3 | -2 | -3 | -2 | 2 | -7 | -0.4 | 0 | 105 | -9
O=C(CSCC(=O)N1CCCCC1)Nc1nc(-c2cccs2)cs1 | -0.9 | 0 | 8 | -1 | -5 | 5 | -0.5 | 1 | 106 | 6
O=C(CSc1n[nH]c(-c2cccnc2)n1)Nc1ccccc1 | -2.8 | 1 | -3 | 4 | -2 | 13 | 0.4 | 2 | . | -6
O=C(C=CC(=O)OC1CCCCC1)OC1CCCCC1 | 9.3 | 7 | -1 | 3 | 3 | -46 | -0.2 | -9 | 91 | 45
CCOc1ccc(NC(=O)Cn2c(=O)n(CCCC(=O)NC3CCN(Cc4ccccc4)CC3)c(=O)c3ccccc32)cc1 | 0.8 | -1 | -1 | -15 | 2 | -6 | -2.4 | -3 | 100 | -4
CCOc1cc(S(=O)(=O)N2CC=C(c3ccc(F)cc3)CC2)c(OCC)cc1-n1cnnn1 | -1.0 | -2 | . | -2 | 0 | 5 | -0.6 | -5 | 84 | -4
COc1ccc(C(=O)N2CCCC(C(=O)c3ccccc3OC)C2)cc1OC (centres undefined) | -4.1 | -2 | 1 | -6 | 0 | 22 | 1.4 | 2 | 98 | -14
CCN1CCN(c2nc(Nc3cccc(OC)c3)nc(N)c2[N+](=O)[O-])CC1 | -0.9 | -1 | 1 | -2 | -4 | 4 | 1.6 | 0 | 100 | -9
O=C(NCc1ccccn1)c1cc(S(=O)(=O)N2CCCCC2)ccc1Cl | -1.8 | 1 | -5 | -4 | -3 | 7 | 0.0 | 2 | 103 | -7
Cc1cccc(NS(=O)(=O)c2cc(C(=O)N3CCCC3)ccc2Cl)c1 | 0.1 | 1 | -2 | -5 | -1 | -1 | -0.4 | 2 | 102 | 1
COc1ccc(/C=C/C(=O)OCC(=O)NC2CC2)c(OC)c1 | 0.1 | 0 | -1 | 5 | 0 | 0 | 0.0 | -4 | 97 | 0
CCOC(=O)C1CCCN(Cc2cccc(Cl)c2)C1 (centres undefined) | 0.6 | 3 | . | -4 | -6 | -3 | 0.6 | 7 | 107 | 0
CCOC(=O)CSC1=C(C#N)C(c2ccccc2OCC)C(C#N)C(=O)N1 (centres undefined) | -1.5 | 2 | -6 | 2 | -6 | 9 | -0.4 | 8 | 86 | 24

Record cards (already shown). Screens in order: OPRM1-OPRD1 ag, V-ATPase pHluor, Wnt bcat act, RTF Ca sens inh, Keap1 Nrf2 FP, OPRM1-OPRD1 inv, C-LANA FP, cardiac RTF act, Pemphigus Ab inh, Arrestin-AP2 inh
Profile of O=C1CC(N2CCC(c3nc4ccccc4o3)CC2)C(=O)N1c1ccc(F)cc1 (centres undefined) = 1.3, -2, -3, -2, 2, -7, -0.4, 0, 105, -9
Profile of O=C(C=CC(=O)OC1CCCCC1)OC1CCCCC1 = 9.3, 7, -1, 3, 3, -46, -0.2, -9, 91, 45

Going on with the list:
SMILES | OPRM1-OPRD1 ag | V-ATPase pHluor | Wnt bcat act | RTF Ca sens inh | Keap1 Nrf2 FP | OPRM1-OPRD1 inv | C-LANA FP | cardiac RTF act | Pemphigus Ab inh | Arrestin-AP2 inh
C[C@]12C(=O)N(c3cccc(Cl)c3)C(=O)N1[C@@H]1c3ccccc3OC[C@@H]1[C@H]2c1ccccc1 | 2.3 | -5 | -7 | -2 | 2 | -13 | -3.2 | -5 | 101 | 15
O=C(Nc1nccs1)c1nc[nH]c1C(=O)N1CCc2ccccc2C1 | -1.3 | 1 | 1 | -1 | -2 | 7 | -1.0 | -7 | 106 | 3
CCOC(=O)c1sc(NC(=O)CSc2nnnn2-c2ccc(C)cc2)c(C(=O)OCC)c1C | 0.4 | 6 | . | -5 | 4 | -2 | 0.1 | -1 | 103 | -9
CCOC(=O)c1ccccc1NC(=O)CSc1nc2c(sc(=S)n2CC)c(=O)[nH]1 | -1.9 | 1 | 0 | 5 | -6 | 10 | 0.9 | -6 | 99 | 9
Cc1cccc(C(=O)OC(C)C(=O)Nc2ccc(S(=O)(=O)Nc3ncccn3)cc2)c1C (centres undefined) | -2.7 | -2 | 1 | -5 | -1 | 10 | 2.8 | -2 | . | 6
COc1ccc(-n2c(CN3CCOCC3)nc3ccc([N+](=O)[O-])cc3c2=O)c(OC)c1 | -1.7 | 3 | -1 | -2 | -3 | 10 | 2.2 | -2 | 94 | -9
COc1ccc(OC)c(S(=O)(=O)N2CCCCC2C(=O)N2CCN(c3ccccn3)CC2)c1 (centres undefined) | -2.5 | -3 | -2 | 0 | -1 | 13 | 3.8 | 3 | 113 | 14
C/C(=N\NC(=O)c1c(C)nc2ccccn12)c1ccco1 | -3.9 | 1 | 0 | -1 | 2 | 20 | -0.9 | 1 | 100 | 1
CCOC(=O)c1cc(Sc2ccccc2N)cc(C(=O)OCC)n1 | -1.5 | 2 | 0 | -7 | -2 | 8 | -1.3 | 4 | 109 | 12
CC(=O)NCc1ccc(C(=O)CCl)s1 | -0.4 | -3 | 0 | -20 | 1 | 2 | 0.4 | 2 | 102 | 28
Cc1nc2ncccn2c1-c1csc(Nc2ccc(S(N)(=O)=O)cc2)n1 | -3.5 | -1 | -1 | 1 | 1 | 17 | 6.5 | 1 | 137 | 2
CC1(C)C([N+](=O)[O-])C(c2ccccc2O)NC(c2ccccc2O)C1[N+](=O)[O-] (centres undefined) | 1.7 | 1 | -1 | 6 | -1 | -9 | -0.6 | 3 | 96 | -10
CCCS(=O)(=O)c1c(S(=O)(=O)CCC)c2ccc(C(N)=O)cn2c1C(=O)c1ccc(F)cc1 | 0.7 | 2 | 0 | -8 | 2 | -4 | 0.6 | -9 | 103 | 34
Cn1cccc1CC(=O)N/N=C/c1ccc(Cl)cc1 | 0.4 | -7 | -1 | -1 | -4 | -2 | 2.0 | -6 | . | 34
S=C(NCC1CC1)N/N=C/c1ccccc1Cl | -0.5 | -3 | 2 | -11 | 0 | 2 | 1.1 | -2 | 106 | 9
O=C(NC(Cc1ccccc1)C(=O)O)/C(=C\c1ccco1)NC(=O)c1ccc(Br)cc1 (centres undefined) | -3.0 | 0 | . | -4 | -2 | 15 | 9.7 | 3 | 110 | 23
Cc1cc(NC(=O)CCN2C(=O)C3C4C=CC(C4)C3C2=O)c2ccccc2n1 (centres undefined) | -1.3 | -8 | . | 1 | -7 | 6 | -0.1 | -5 | . | -1
Cc1cc(OCc2cn3cccnc3n2)ccc1Cl | 0.1 | 6 | . | 7 | -4 | 0 | 2.8 | -3 | 134 | 10
COCCC1CCCCN1C(=O)c1cccc(OC2CCN(S(C)(=O)=O)CC2)c1 (centres undefined) | -3.7 | -4 | 0 | 3 | 4 | 19 | 1.2 | 5 | 120 | -1
Cc1cc(C)cc(NC(=O)CSc2nc3nc(C)cc(C)n3n2)c1 | -1.8 | 1 | 0 | -10 | 4 | 7 | 6.8 | 0 | 101 | 68*
COC(=O)CCNC(=O)CCc1ccc(S(=O)(=O)N2CCCCCC2)cc1 | 0.7 | 0 | 6 | -4 | 0 | -3 | -0.6 | 2 | 100 | 16
COc1cccc(N2CCN(S(=O)(=O)c3cc4c(cc3Cl)NC(=O)CO4)CC2)c1 | -1.5 | 2 | 2 | -2 | -1 | 8 | 1.2 | -4 | 50 | 37
Cc1cccc(CC(=O)N2CCN(C(=O)c3ccco3)CC2)c1 | -1.3 | 1 | 0 | -5 | -7 | 7 | -0.8 | -1 | . | 5
O=C(c1cc2ccccc2oc1=O)N(Cc1ccc2c(c1)OCO2)Cc1ccco1 | -0.9 | -2 | 14 | -10 | -4 | 4 | -0.7 | 4 | 106 | -1
COc1ccc(-c2noc(CCC(=O)NC3CCCCC3)n2)cc1 | 0.0 | 2 | 0 | -3 | -2 | 0 | 0.3 | 2 | . | 48
CCCCOc1cccc(C(=O)N(Cc2ccco2)C2CCS(=O)(=O)C2)c1 (centres undefined) | -2.0 | -2 | . | 2 | -3 | 10 | -0.7 | -9 | 98 | -2
Cc1nc(C(=O)NNC(=O)c2cccc(Cl)c2)c(C(F)(F)F)o1 | -1.3 | -1 | -2 | -5 | 3 | 7 | -1.0 | 3 | 97 | -5
CC1=C(C(=O)OCc2ccccc2)C(c2cccc(F)c2)NC(=O)N1 (centres undefined) | -2.3 | 0 | 0 | 2 | 2 | 11 | -2.3 | 4 | 106 | -5
CCn1nc2cc(C(=O)NCc3cc(C(F)(F)F)cc(C(F)(F)F)c3)ccc2c1OC | -1.6 | 6 | -5 | 4 | 1 | 9 | 2.4 | 3 | 98 | -4
COc1ccc(S(=O)(=O)Cc2ccc(C(=O)N3CCN(c4ccc(Cl)cc4)CC3)o2)cc1 | 0.8 | 2 | -7 | -11 | -2 | -4 | -0.1 | 7 | 105 | 8
COc1cc(C(C)=O)ccc1Oc1ccc(S(=O)(=O)N2CCOCC2)cn1 | -0.4 | 3 | -2 | 0 | 1 | 2 | -0.3 | 0 | 111 | -9
CCc1sc(C(=O)NC(C)C2CCCO2)cc1Br (centres undefined) | -2.4 | -4 | 0 | 2 | -5 | 13 | -1.1 | -2 | 100 | 21
CC1C(O)=C(c2nc3ccccc3[nH]2)C(=N)N1c1ccccc1 (centres undefined) | -1.9 | 3 | . | -2 | 2 | 10 | -1.6 | 2 | 99 | 6
COc1ccc(OCc2cc(C(=O)N3CCCC(OC)C3)no2)c2ccccc12 (centres undefined) | 2.4 | 5 | 16 | -3 | -5 | -14 | -0.3 | -2 | . | -14
O=C(Nc1nnc(S(=O)(=O)Nc2ccccc2)s1)C1CCCCC1 | -0.2 | -1 | -2 | -10 | -3 | 1 | 0.3 | -2 | 104 | 0
COc1ccc(-c2csc(N(CCc3ccccc3)C(=O)COc3ccccc3)n2)cc1 | -2.9 | 0 | -4 | -4 | 0 | 14 | 0.6 | -3 | 103 | 20
Cc1ccc(N2C(=O)C(Cl)=C(N3CCN(C)CC3)C2=O)c(C)c1 | 1.8 | 1 | . | -8 | -3 | -10 | 0.2 | 4 | 105 | 13
CCOC(=O)C1CCN(c2c(NCCCN3CCN(Cc4ccccc4)CC3)c(=O)c2=O)CC1 | -4.6 | -2 | . | -9 | -1 | 24 | -0.2 | -7 | 97 | -4
CC1CCCC(NC(=S)Nc2ccc(SC(F)F)cc2)C1C (centres undefined) | 4.6 | -5 | . | -8 | -5 | -23 | -1.0 | -2 | 101 | -8
COCOc1ccc(C=O)cc1OCOC | -2.5 | 1 | -1 | 5 | -1 | 13 | -1.5 | -4 | 104 | -3
Cn1c(NC(=O)C[n+]2cc(-c3ccc(Cl)cc3)n3c2CCC3)cc(=O)n(C)c1=O | 0.7 | 8 | -2 | 2 | -6 | -3 | 0.7 | 20 | . | 6
